Source: PubChem BioAssay
Rab7 wt GTP bind = alters GTP binding to wildtype dog Rab7 | GST-Rab7 beads, fluorescent GTP binding, flow cytometry; actives lie on both sides; untreated = 100%, excess cold GTP = 0% | GTP binding activity (percent of control), % at 10 µM | hit rate 0.055% among 190,000 | AID 758;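 active = fluorescent GTP binding to Rab7 beads changed by at least 20 points from the 100% baseline, either direction, mostly lower; inconclusive = compound itself probably fluorescent, or too few beads counted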;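 also: median green fluorescence of bound Bodipy-FL-GTP per Rab7 bead population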
Cdc42 wt GTP = modulators (inhibitors or activators) of GTP binding to human Cdc42 wildtype. hit rate 0.2% among 190,000. percent activity (GTP binding), % at 10 µM. P60953. GST-Cdc42 beads, Bodipy-GTP binding, flow cytometry; actives lie on both sides;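 active = percent activity GTP binding at least 20 points away from the 100% baseline, either down as inhibitor or up as activator; inconclusive = compound flagged as likely green fluorescent from well-wide comparison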;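 also: median bead fluorescence of bound Bodipy-FL-GTP at 100 nM; 0% = excess unlabeled GTP control and 100% = no compound control; below 100% means less GTP binding so inhibitor and above means activator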
Target sequence (P60953 whole entry, looked up): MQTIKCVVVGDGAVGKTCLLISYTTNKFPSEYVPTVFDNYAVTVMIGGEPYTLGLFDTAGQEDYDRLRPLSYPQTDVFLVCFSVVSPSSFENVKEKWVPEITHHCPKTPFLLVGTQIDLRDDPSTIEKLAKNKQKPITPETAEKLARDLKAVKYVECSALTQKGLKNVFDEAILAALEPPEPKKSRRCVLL
Rab2A wt mod = changes GTP binding to wildtype dog Rab2A, up or down; GTP binding activity, % at 10 µM; GST-Rab2 wt beads, Bodipy-GTP binding, flow cytometry; AID 760; P61105; hit rate 0.19% among 190,000;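 active = GTP binding activity at least 20 points away from 100%, either lowered or raised; inconclusive = signal likely due to the compound's own green fluorescence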;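 also: 0% = beads with excess unlabeled GTP and 100% = no-compound control corrected for plate trend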
Bim-Bfl-1 = human Bim-Bfl-1 interaction inhibition; Bead-based flow cytometry, Bim-Bfl-1 binding inhibition; inhibition, % at 10 µM; Q16548; AID 1008; hit rate 0.12% among 190,000;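 also: 0% = wells without compound plus tracer and 100% = blocker peptide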
Rac1 wt modul = alters GTP binding to wildtype human Rac1; P63000; GST-Rac1 beads, fluorescent GTP binding, flow cytometry; actives lie on both sides; 0 = cold GTP competed, 100 = untreated; GTP binding activity (% of control), % at 10 µM; hit rate 0.27% among 190,000; AID 757;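 active = GTP binding activity at least 20 points away from the 100% control level, either lower or higher; inconclusive = compound flagged as likely green fluorescent, judged across all proteins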
Bim-Bcl-2 = inhibitors of Bim-Bcl-2 interaction, human; inhibition, % at 10 µM; Bead-based flow cytometry, Bim peptide-Bcl-2 binding; P10415; hit rate 0.06% among 190,000; in the data active = inhibition above about 40%; inconclusive = no clear call, values can overlap the other calls;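 also: 0% = no compound wells with probe peptide and 100% = reference peptide inhibitor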
Target sequence (P10415 whole entry, looked up): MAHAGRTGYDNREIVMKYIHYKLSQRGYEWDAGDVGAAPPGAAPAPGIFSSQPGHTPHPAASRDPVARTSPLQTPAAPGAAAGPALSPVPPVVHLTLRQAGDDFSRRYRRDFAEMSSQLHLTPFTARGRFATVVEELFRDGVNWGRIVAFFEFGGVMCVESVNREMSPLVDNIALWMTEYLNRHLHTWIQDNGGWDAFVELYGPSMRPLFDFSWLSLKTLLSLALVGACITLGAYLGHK
Bcl-B Bim block = disrupts Bim peptide binding to human Bcl-B | Q9HD36 | bead-based flow cytometry | inhibition, % at 10 µM | hit rate 0.073% among 190,000 | AID 951;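 also: 0% = tracer peptide without compound and 100% = reference inhibitor peptide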
Target sequence (Q9HD36 whole entry, looked up): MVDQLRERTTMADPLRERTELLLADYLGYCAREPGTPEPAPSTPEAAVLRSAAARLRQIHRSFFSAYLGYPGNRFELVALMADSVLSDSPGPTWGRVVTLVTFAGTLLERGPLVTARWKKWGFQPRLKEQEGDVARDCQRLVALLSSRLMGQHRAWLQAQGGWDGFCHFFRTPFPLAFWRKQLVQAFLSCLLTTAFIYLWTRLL
Rac1 act GTP bind = human Rac1 activated mutant GTP binding change; GST-Rac1 activated beads, fluorescent GTP binding, flow cytometry; actives lie on both sides; 100% means binding = to untreated wells; percent activity (GTP binding), % at 10 µM; hit rate 0.11% among 190,000;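 active = GTP binding at least 20 percentage points away from the 100% baseline, in either direction, so actives lie on both sides; inconclusive = Compound likely fluorescent itself, or too few beads counted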
HRas wt GTP bind = changes GTP binding to wildtype human HRas | hit rate 0.14% among 190,000 | P01112 | GST-Ras wt beads, Bodipy-FL-GTP binding, flow cytometry; actives lie on both sides | GTP binding activity, % at 10 µM;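 active = GTP binding activity at least 20% away from the 100% baseline, either lowered as inhibitor or raised as activator; inconclusive = flagged as likely green fluorescent, judged across all proteins in the well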;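 also: 0% = unlabeled GTP competition control and 100% = no-compound control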
Bim-Bcl-W = inhibitors of Bim-Bcl-W interaction, human; Q92843; bead-based flow cytometry, Bim peptide-Bcl-W binding; inhibition, % at 10 µM; hit rate 0.02% among 190,000; AID 952;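 also: 0% = bound tracer without compound and 100% = peptide blocker; higher means less fluorescent Bim peptide bound to Bcl-W beads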
Bim-Bcl-XL = disrupts Bim peptide binding to human Bcl-XL. inhibition, % at 10 µM. bead flow cytometry, fluorescence. hit rate 0.04% among 190,000. Q07817. AID 1007
Target sequence (Q07817 whole entry, looked up): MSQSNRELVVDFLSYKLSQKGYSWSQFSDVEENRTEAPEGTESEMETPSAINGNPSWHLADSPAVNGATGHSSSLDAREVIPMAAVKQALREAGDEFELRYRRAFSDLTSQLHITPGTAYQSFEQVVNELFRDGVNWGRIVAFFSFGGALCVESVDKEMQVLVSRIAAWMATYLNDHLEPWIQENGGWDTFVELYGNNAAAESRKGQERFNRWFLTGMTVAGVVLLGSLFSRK
* marks the source's active call; other numbers are inactive results; ? = inconclusive. Rule as the data show it, unless noted: active = inhibition above about 40%.

Rac1 act GTP bind	Bcl-B Bim block	Rab7 wt GTP bind	Rab2A wt mod	Cdc42 wt GTP	Bim-Bcl-W	HRas wt GTP bind	Bim-Bcl-XL	Bim-Bcl-2	Bim-Bfl-1	Rac1 wt modul	Compound
99.0	-4.0	102.0	101.0	102.0	0.0	99.0	0.0	-1.0	-6.0	99.0	Cc1nn(CCCC(=O)Nc2c(F)cc(F)cc2Br)c(C)c1[N+](=O)[O-]
92.0	0.0	103.0	96.0	93.0	0.0	96.0	-3.0	-3.0	-4.0	95.0	COc1cc(OC)cc(C(=O)NCC(=O)OCC(=O)Nc2ncc(Cl)cc2Cl)c1
94.0	-3.0	104.0	97.0	96.0	-1.0	96.0	-4.0	-7.0	-4.0	97.0	CC(C)NC(=O)NC(=O)CSc1ncccn1
95.0	-1.0	97.0	96.0	98.0	1.0	98.0	0.0	-2.0	-1.0	96.0	Cc1ccc2c(c1)c1ncn(CCC3=CCCCC3)c(=O)c1n2C
99.0	-6.0	100.0	99.0	103.0	-1.0	100.0	-5.0	-7.0	-13.0	104.0	CC(C)C(c1nnnn1Cc1ccco1)N1CCN(c2nc3ccccc3s2)CC1 (stereo not given)
92.0	-5.0	96.0	96.0	97.0	0.0	99.0	-3.0	-6.0	-9.0	98.0	CC(C)Sc1nc2c(c(=O)n(C)c(=O)n2C)n1C
96.0	1.0	101.0	98.0	94.0	-1.0	100.0	-4.0	0.0	-3.0	98.0	CCOc1ccc(Nc2nc(N3CCCC3)nc(N3CCN(c4ccc(OC)cc4)CC3)n2)cc1
101.0	-7.0	102.0	102.0	103.0	-2.0	103.0	-8.0	-10.0	-19.0	106.0	CCOC(=O)C1CCN(C(=O)CCc2c(C)nc3ncnn3c2C)CC1
97.0	-3.0	92.0	96.0	101.0	0.0	98.0	-1.0	-3.0	-4.0	101.0	Cn1c(SCC(=O)c2ccccc2)nnc1-c1ccncc1
94.0	2.0	99.0	96.0	98.0	1.0	98.0	0.0	1.0	0.0	98.0	CCOC(=O)N1CCN(S(=O)(=O)c2cccc3cccnc23)CC1
97.0	-5.0	99.0	99.0	99.0	-2.0	100.0	-1.0	0.0	-5.0	101.0	CC1CCCCC12NC(=O)N(CC(=O)NCc1ccc3c(c1)OCO3)C2=O (stereo not given)
96.0	-2.0	95.0	99.0	93.0	-2.0	97.0	0.0	0.0	-1.0	98.0	O=C(CCCCCCC(=O)c1ccccc1)c1ccccc1
102.0	-3.0	95.0	97.0	100.0	-5.0	99.0	-2.0	-4.0	-9.0	104.0	CCN1CCCC(OC(=O)Nc2ccccc2)C1 (stereo not given)
105.0	-7.0	107.0	108.0	119.0	-3.0	108.0	-4.0	-5.0	1.0	113.0	Cc1ccc(-n2c(C)cc(/C=N/Nc3ccc([N+](=O)[O-])cn3)c2C)c(C)c1
96.0	0.0	99.0	95.0	96.0	0.0	96.0	-1.0	0.0	0.0	96.0	CN1CCn2c1nc(N1CCOCC1)nc2=O
?	-5.0	?	?	?	-3.0	?	-7.0	-5.0	-7.0	?	COc1ccc(/C=C(/NC(=O)/C=C/c2ccccc2)C(=O)N2CCOCC2)cc1
98.0	-11.0	98.0	98.0	98.0	-3.0	98.0	-6.0	-7.0	0.0	103.0	COc1ccc2c(c1)CCC/C2=N/OC(=O)c1ccccc1OC
95.0	-3.0	97.0	102.0	101.0	0.0	98.0	0.0	-7.0	1.0	103.0	COc1cc(OC)cc(C(=O)N[C@H](C(=O)Nc2nc(-c3ccc(F)c(F)c3)cs2)C(C)C)c1
98.0	-4.0	98.0	99.0	103.0	-3.0	100.0	-6.0	-6.0	-2.0	102.0	Cc1ccc(-n2nc(C)cc2Nc2ncc(Cl)cc2Cl)cc1
102.0	-11.0	105.0	100.0	101.0	0.0	102.0	-6.0	-9.0	-15.0	105.0	Cc1ccc(OCC(=O)NN=C2c3ccccc3-c3ccccc32)cc1
101.0	0.0	98.0	102.0	101.0	-1.0	104.0	0.0	-1.0	1.0	102.0	Cc1cc(N2CCCC(C(=O)Nc3ccc4c(c3)CCC4)C2)n2ncnc2n1 (stereo not given)
98.0	-9.0	98.0	99.0	97.0	-7.0	99.0	-10.0	-4.0	-6.0	103.0	CC(C)(C)c1cc(NC(=O)CSc2nnc(N)s2)n(-c2ccccc2)n1
99.0	-6.0	101.0	105.0	99.0	-2.0	102.0	-6.0	-7.0	-12.0	102.0	CC1CCN(C(=O)CSc2nnc(-c3cccnc3)n2C2CCCCC2)CC1
97.0	-3.0	97.0	95.0	97.0	-3.0	97.0	-2.0	-4.0	0.0	100.0	CN1N=C(/C=C/c2ccccc2)CCC1=O
96.0	0.0	96.0	95.0	97.0	0.0	96.0	-1.0	0.0	-1.0	100.0	COc1ccc(/C=C(\NC(=O)c2ccc(C)cc2)C(=O)NCC2CCCO2)cc1 (stereo not given)
99.0	-9.0	101.0	98.0	98.0	-4.0	99.0	-7.0	-3.0	-15.0	103.0	O=c1c2c3c(sc2nc(NCCO)n1CCc1ccccc1)CCCCC3
101.0	-3.0	97.0	105.0	107.0	0.0	106.0	-3.0	0.0	1.0	103.0	COc1ccc(NC(=O)C(F)(F)F)cc1OC
99.0	-4.0	100.0	102.0	102.0	-1.0	101.0	-2.0	0.0	3.0	102.0	COC(=O)c1cc(C#N)c(Oc2ccccc2OC)nc1C
97.0	-1.0	98.0	96.0	97.0	-2.0	97.0	-1.0	-6.0	-5.0	96.0	CCOc1ccc(NC(=O)COC(=O)CCS(=O)(=O)c2ccc(C)cc2)cc1
98.0	-6.0	101.0	100.0	102.0	1.0	100.0	-5.0	-5.0	-10.0	102.0	Cc1ccc(S(=O)(=O)N(CC(=O)N2CCC(C)CC2)Cc2ccccc2F)cc1
97.0	-7.0	97.0	96.0	98.0	-1.0	97.0	-1.0	-7.0	-10.0	101.0	CN(CCC1CCOCC1)Cc1cn[nH]c1-c1ccc(-c2ccccc2)cc1
103.0	-3.0	103.0	99.0	101.0	-2.0	99.0	-5.0	-1.0	-2.0	105.0	CCn1cc(C(=O)N2CCc3ccccc32)c(=O)c2cc(S(=O)(=O)N3CCCC3)ccc21
99.0	-7.0	97.0	98.0	101.0	-2.0	98.0	-3.0	-4.0	-5.0	103.0	CNC(=S)/N=C/NOCc1c(Cl)cccc1Cl
99.0	3.0	96.0	99.0	101.0	-3.0	97.0	-5.0	0.0	7.0	99.0	COc1ccc(-c2cc(C(F)(F)F)c(C#N)c(SCC(=O)Nc3ccccc3C#N)n2)cc1
97.0	5.0	98.0	96.0	96.0	4.0	98.0	3.0	0.0	2.0	99.0	O=C(c1cc(C2CC2)nc2ccc(Br)cc12)N1N=C(C(F)F)CC1(O)C(F)F (stereo not given)
97.0	-6.0	104.0	99.0	97.0	-4.0	99.0	-6.0	-2.0	-8.0	97.0	O=C(/C=C/c1cccc([N+](=O)[O-])c1)OC1CCCCC1=O (stereo not given)
94.0	-7.0	96.0	96.0	97.0	-4.0	96.0	-7.0	3.0	1.0	99.0	CC(C)c1ccc(Nc2nnc(SCC(=O)c3nnc(-c4ccccc4)o3)s2)cc1
?	-7.0	?	?	?	1.0	?	-7.0	-5.0	-12.0	?	CCCCCC1CCC(C(=O)O)CC1 (stereo not given)
100.0	-3.0	100.0	101.0	100.0	-1.0	103.0	-2.0	0.0	4.0	105.0	COc1ccc(C(C[N+](=O)[O-])C2(c3ccc(OC)c(OC)c3)C(=O)c3ccccc3C2=O)cc1 (stereo not given)
99.0	-4.0	98.0	98.0	104.0	2.0	99.0	-7.0	1.0	-4.0	103.0	CCCNC(=O)Cc1c(O)c2ccccc2[nH]c1=O
89.0	-6.0	95.0	90.0	96.0	-2.0	93.0	-3.0	-2.0	-4.0	93.0	NC(=O)N/N=C/c1ccccc1OC(=O)c1ccccc1Br
103.0	7.0	97.0	101.0	102.0	4.0	101.0	3.0	4.0	4.0	103.0	O=C(Nc1cc(Sc2nc3ccccc3s2)cc([N+](=O)[O-])c1)c1ccccc1
99.0	-9.0	100.0	100.0	104.0	-4.0	101.0	-6.0	-7.0	-10.0	106.0	O=C(CCc1ccccc1)Nc1ccc2c(c1)OCCO2
97.0	-2.0	95.0	96.0	102.0	0.0	99.0	-2.0	-1.0	-9.0	100.0	CCOC(=O)c1ccccc1NC(=O)Cn1cnc2c(cnn2-c2ccc(F)cc2)c1=O
97.0	-18.0	97.0	95.0	100.0	-12.0	98.0	-16.0	-9.0	-11.0	99.0	S=C(Nc1ccc(OCc2ccccc2)cc1)Nc1cccc(Cl)c1Cl
95.0	-5.0	104.0	99.0	96.0	-2.0	98.0	-5.0	-6.0	-9.0	98.0	COC(=O)Cn1c(C)nc([N+](=O)[O-])c1Br
96.0	3.0	97.0	96.0	96.0	-4.0	98.0	4.0	0.0	5.0	100.0	Cc1oc(-c2ccccc2)nc1CS(=O)CC(=O)O (stereo not given)
102.0	-2.0	102.0	103.0	103.0	0.0	103.0	-1.0	-2.0	-1.0	103.0	CCOC(=O)c1ccccc1NC(=O)CSc1nc2ccccc2o1
96.0	-5.0	95.0	95.0	97.0	1.0	94.0	-2.0	0.0	1.0	95.0	COc1cc(C)c(NC(=O)C(=S)NCc2ccccc2)cc1C
99.0	-6.0	98.0	100.0	100.0	0.0	101.0	-4.0	-4.0	-10.0	101.0	COc1cc(OC)nc(NC(=O)CSc2nc3ccccc3[nH]2)n1
104.0	-2.0	99.0	103.0	103.0	0.0	103.0	-3.0	0.0	0.0	103.0	COCCCN(C(=S)Nc1cc(C)cc(C)c1)C(C)c1ccncc1 (stereo not given)
93.0	-4.0	98.0	95.0	95.0	0.0	96.0	-1.0	0.0	-5.0	96.0	Cc1cc(O)ccc1Nc1nc(-c2cccs2)cs1
96.0	10.0	100.0	99.0	103.0	30.0	100.0	6.0	19.0	43.0*	99.0	Nc1ccc(N2CCCCCC2)cc1
93.0	0.0	97.0	93.0	88.0	0.0	93.0	-1.0	-1.0	1.0	93.0	N/C(=N\OC(=O)c1ccccc1Cl)c1ccncc1
93.0	-2.0	106.0	99.0	98.0	-2.0	98.0	0.0	-3.0	-3.0	99.0	CC(C)CCn1nnnc1CN1CCN(c2ccccc2)CC1
100.0	-6.0	99.0	100.0	101.0	0.0	99.0	-2.0	-7.0	-12.0	102.0	O=C(NC1CCCC1)c1ccc(CSCc2ccccc2F)o1

Only Cdc42 wt GTP, Bim-Bcl-W and Bim-Bcl-XL, for 2 of the compounds above:
canonical_smiles	Cdc42 wt GTP	Bim-Bcl-W	Bim-Bcl-XL
COCCCN(C(=S)Nc1cc(C)cc(C)c1)C(C)c1ccncc1 (stereo not given)	103.0	0.0	-3.0
Cc1cc(O)ccc1Nc1nc(-c2cccs2)cs1	95.0	0.0	-1.0
